ERK EGF block: inhibitors of EGF-stimulated ERK signaling pathway. HEK293-V1b, EGF-stimulated phospho-ERK AlphaScreen. Potency, µM (top dose mostly 11.5 µM), without a hit: top-dose activity change, negative = inhibition, hits mostly inhibitors. hit rate 0.41% among 130,000. AID 1454; active means well fitted inhibition curve with a large enough effect; inconclusive means small, poorly fitted or top-dose-only effect, or effect the other way;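 further: plate controls were stimulated vehicle wells for no effect and unstimulated vehicle basal for full effect; nearly all actives have a fitted effect of over 55% in size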
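HEK293 cells stably expressing V1b receptor, serum-reduced (1% FBS) overnight, pretreated 30 min with compound, then stimulated 5 min with 25 nM EGF; phospho-ERK detected by AlphaScreen SureFire. AC50 from Hill fits, normalized to DMSO and EGF.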
* marks the source's active call; other numbers are inactive results; ? = inconclusive; [ ] = dose if it differs, or a comment. Potency means the concentration at half of the fitted maximal effect. Not all compounds are listed, so the mix of outcomes need not match the whole.

SMILES | ERK EGF block
COc1cc(/C=N/O)ccc1OCc1ccc(C(=O)O)cc1 | -5.1%
CCOC(=O)c1nn(-c2ccccc2)c2nnc(Cc3ccc(Cl)cc3)c(=O)n12 | -8.0%
CCN=C1S/C(=C\c2cn(C(C)=O)nc2-c2ccccc2)C(=O)N1CC | -5.8%
O=C(CSc1ccc(Cl)cc1)Nc1cc(-c2nc3ncccc3o2)ccc1Cl | 1.3%
CCS(=O)(=O)c1ccc(C(=O)Nc2ccccc2OC)c(Cl)c1Cl | -7.2%
Cc1ccc(-c2cc3nc(C)cc(C)n3n2)cc1 | 1.4%
Cc1ccc(/C=N/Nc2nncc(-c3ccccc3)n2)o1 | 13.7%
OCCC1CN(Cc2cccc3c2OCO3)CCN1C1CCCCC1 (configuration not stated) | 8.6%
C/C(=N\NC(=O)NC1CCCCC1)C1CCCCC1 | -2.3%
S=C(NCc1ccc2c(c1)OCO2)Nc1ccc2nsnc2c1 | 0.3%
Cc1ccccc1CN1CCN(S(=O)(=O)c2ccc(F)cc2)CC1 | 0.3%
CN1/C(=C\C(=S)NC(=O)c2ccccc2Cl)C(C)(C)c2ccccc21 | ?
CN1CCN(c2cnn(-c3ccccc3)c(=O)c2Br)CC1 | 4.9%
Cc1nn(CCC(=O)NNC(=S)Nc2ccc(Cl)cc2)c(C)c1[N+](=O)[O-] | -2.3%
COc1ccc(-c2c[nH]c(=O)[nH]c2=O)cc1OC | -0.1%
OC(COc1ccc(CNCCc2ccccc2F)cc1)CN1CCCCC1 (configuration not stated) | -5.7%[57.5 µM]
CCN(CC)c1ccc2c(Nc3ccccc3)c(C=O)c(=O)oc2c1 | 3.2%
COc1ccccc1/C=C/C1(C(=O)NC2CCCC2)CC(=O)N1c1ccc(C)cc1 (configuration not stated) | 2.4%
CC1CCN(C(=O)CSCC(=O)Nc2nc(-c3cccs3)cs2)CC1 | -1.3%
Cc1cc(C)c2cc(C(=O)N3CCc4ccccc4C3)[nH]c2c1 | 3.2%[57.5 µM]
COc1cc(C(=O)NCc2nnc(SCC(=O)Nc3ccc4c(c3)OCO4)o2)cc(OC)c1OC | ?
COCc1cc(SC2CCCCC2)nc(C)n1 | -8.0%
Cc1ccc(CNC(=O)CCn2c(=O)oc3ccccc32)cc1 | 2.5%[57.5 µM]
COC(=O)C(NC(C)=O)(Nc1cccc(C)n1)C(F)(F)F (configuration not stated) | ?
O=C(c1ccccc1)c1ccc2nc(-c3ccc(NC(=O)c4ccccc4Br)cc3)[nH]c2c1 | ?

Among those listed so far, 5 contain an aryl methoxy group:
SMILES | ERK EGF block
COc1cc(/C=N/O)ccc1OCc1ccc(C(=O)O)cc1 | -5.1%
CCS(=O)(=O)c1ccc(C(=O)Nc2ccccc2OC)c(Cl)c1Cl | -7.2%
COc1ccc(-c2c[nH]c(=O)[nH]c2=O)cc1OC | -0.1%
COc1ccccc1/C=C/C1(C(=O)NC2CCCC2)CC(=O)N1c1ccc(C)cc1 (configuration not stated) | 2.4%
COc1cc(C(=O)NCc2nnc(SCC(=O)Nc3ccc4c(c3)OCO4)o2)cc(OC)c1OC | ?

Additional compounds follow.
SMILES | ERK EGF block
O=C(/C=C/c1ccco1)Nc1ccc2c(c1)OCO2 | 2.0%
O=C(CCSc1nc2ccccc2o1)N1CCOCC1 | 9.0%
NC1=NC[C@H](Cc2ccccc2)N1CCc1cccc(F)c1 | -2.9%[57.5 µM]
COc1cc(CN(C(=S)NCC(=O)NC2CCCC2)C2CCCC2)cc(OC)c1OC | 0.5%
COc1ccc(NC(=O)Cn2nc(Cc3cccnc3)c3ccccc3c2=O)c(OC)c1 | -85.3%[57.5 µM]
Cc1nc(CSc2nnc(C)s2)cs1 | 11.8%
Cn1cnc(S(=O)(=O)NCc2cccs2)c1 | -1.4%
CC(C)c1ccc(N2C(=O)CC(NNC(=O)c3ccccc3Cl)C2=O)cc1 (configuration not stated) | 7.2%[57.5 µM]
CCOC(=O)c1nnn(CC(=O)Nc2ccccc2)c1C(=O)OCC | 5.5%
COc1ccc(CCNC(=O)CCC(=O)Nc2nnc(C(C)C)s2)cc1OC | -1.0%
Cc1c(/C(O)=C2/C(=O)C(=O)N(Cc3cccnc3)C2c2ccccn2)cnn1-c1ccccc1 (configuration not stated) | 3.6%
CC(=O)c1cccc(NC(=O)C(OC(=O)c2cccc(S(=O)(=O)N(C)c3ccccc3)c2)c2ccccc2)c1 (configuration not stated) | -0.3%
COc1ccc(-c2c(C#N)c(SCC(N)=O)nc3c2CCCC3)cc1 | 6.2%
CSc1nc(C)c(C(=O)C[n+]2ccc(C)cc2)cc1C#N | -9.1%
CC1CCCC(NCC(O)COC(c2ccc(F)cc2)c2ccc(F)cc2)C1C (configuration not stated) | -0.4%
CC(C)Nc1nc(NC(C)C)nc(SCCOC(=O)Nc2ccc(Cl)cc2Cl)n1 | -6.1%
CCOC(=O)CNc1nc(Cl)c(C#N)s1 | 5.7%
O=C(O)C1CCCCC1C(=O)N1CC=C(c2ccccc2)CC1 (configuration not stated) | 5.0%
Cc1ccc(OCC(=O)NNC(=O)c2cccnc2)cc1C | -9.3%
S=C(NCC1CCCO1)NC12CC3CC(CC(C3)C1)C2 (configuration not stated) | -1.8%
CCn1nc(C)c(NC(=O)c2ccc(Br)o2)c1C | -4.6%
COc1ccc(CCNC(=O)CSc2ccccn2)cc1 | -10.5%
O=C(NCCC1=CCCCC1)c1cc(-c2ccncc2)nc2ccccc12 | -8.1%
C/C(=N\Nc1ncc(Cl)cc1Cl)c1ccc(N2CCOCC2)cc1 | -8.0%
CCSc1nc(-c2ccccc2)c(-c2ccccc2)n1CC(O)CO (configuration not stated) | -3.5%

In a second layout: entries from further up
structure	ERK EGF block
COc1cc(/C=N/O)ccc1OCc1ccc(C(=O)O)cc1	-5.1%
CCOC(=O)c1nn(-c2ccccc2)c2nnc(Cc3ccc(Cl)cc3)c(=O)n12	-8.0%
CCN=C1S/C(=C\c2cn(C(C)=O)nc2-c2ccccc2)C(=O)N1CC	-5.8%
O=C(CSc1ccc(Cl)cc1)Nc1cc(-c2nc3ncccc3o2)ccc1Cl	1.3%
CCS(=O)(=O)c1ccc(C(=O)Nc2ccccc2OC)c(Cl)c1Cl	-7.2%

Continued:
SMILES | ERK EGF block
CC(NC(=O)c1ccc(Br)cc1Br)c1ccccc1 (configuration not stated) | -2.3%
CC(C)N1C(=O)c2ccccc2N(Cc2ccccc2)S1(=O)=O | 0.8%[57.5 µM]
Cn1cc(S(=O)(=O)N2CCN(c3cccc(Cl)c3)CC2)c(=O)n(C)c1=O | -2.1%[57.5 µM]
CCOc1ccc(NC(=S)Nc2ccc(OCC)cc2)cc1 | 0.0%
CCN(CC)C(=O)c1[nH]cnc1C(=O)N[C@@H](Cc1ccccc1)C(=O)OCc1ccccc1 | -13.4%[57.5 µM]
O=C(c1cc[n+]([O-])cc1)N1CCc2c([nH]c3ccccc23)C1c1ccccc1Cl (configuration not stated) | -0.2%
CC(C)=CC(=O)OCC(=O)Nc1ccc(Cl)cc1 | -6.5%
COc1cc2cc3c4c(cc(OC)c(OC)c4c2cc1OC)CCN3C | -16.5%
Cc1cccc(OCC(=O)NC(=S)Nc2ccccc2N2CCOCC2)c1 | 6.0%
C[C@H](NC(=O)c1nc[nH]c1C(=O)N[C@@H](Cc1ccccc1)C(=O)OC(C)(C)C)c1ccccc1 | -10.0%[57.5 µM]
Cc1noc(NS(=O)(=O)c2ccc(NC(=O)c3cc(-c4ccccc4Cl)nc4ccccc34)cc2)c1C | 1.4%
NCCNc1ccc2nnnn2n1 | -1.8%
C=CC[C@H](N)C(=O)O | -0.9%
O=C(Nc1ccc(F)c(F)c1)c1ccco1 | 4.4%
CC(C)[C@H](Nc1ccc(C(F)(F)F)cc1[N+](=O)[O-])C(=O)O | -2.4%[57.5 µM]
CC(=O)c1ccc(NC(=O)CCc2c(C)nc3ncnn3c2C)cc1 | -10.3%
CCOC(=O)c1c(C)nn(-c2ccc(NC(=O)CSCC(=O)O)cc2)c1C | 10.5%[57.5 µM]
Cn1nnc(NC(=O)c2cccs2)n1 | -2.9%
CCOc1ccc(/C=C(\C#N)C(=O)NCC2CCCO2)cc1OCC (configuration not stated) | -1.2%
FC(F)(F)c1cc(NC(=S)NC23CC4CC(CC(C4)C2)C3)cc(C(F)(F)F)c1 | -1.1%
Clc1cccc(Nc2nnc(-c3ccccc3)c3ccccc23)c1 | -4.5%
CCC(C)(C)c1nnc(NC(=O)c2cccc([N+](=O)[O-])c2)s1 | 1.9%
COc1ccc(NC(=O)C2CCC(CNc3c(N4CCOCC4)c(=O)c3=O)CC2)cc1Cl (configuration not stated) | 0.7%[57.5 µM]
Cc1nc2cnc(Oc3cccc(Cl)c3)nc2n(CCc2ccccc2)c1=O | 0.0%
COC(=O)N/N=C/c1cc(N=Nc2ccccc2Cl)ccc1O | -12.3%[57.5 µM]
SMILES | ERK EGF block
Cc1c(Cl)cccc1NC(=O)NCc1ccc(F)cc1 | -6.1%
COc1ccc(-c2nc3cnc(N4CCNCC4)nc3n(-c3ccccc3)c2=O)cc1 | -0.5%
CC(=C/c1ccccc1)/C=N/n1c(-c2ccncc2)n[nH]c1=S | -6.8%
C=CCNC(=O)COc1c(C)ccc(C)c1C | -9.2%
COc1ccc(/C=c2\s/c(=C/C(=O)c3ccc(C)cc3)[nH]c2=O)c(OC)c1 | 8.4%
COc1ccc(-c2ccc(SCC(=O)c3cccs3)nn2)cc1OC | -10.1%
Cc1cccc(/C=C/C(=O)c2ccc(N3CCOCC3)cc2)c1 | 2.5%
O=C(N/N=C/c1cc(Br)c(Br)o1)c1cccnc1 | -5.2%
Cc1ccc(N2CN(Cc3ccco3)CNC2=S)c(C)c1 | 6.6%
CC(=O)Nc1cccc(NC(=S)Nc2ccc(F)c(Cl)c2)c1 | -5.8%[57.5 µM]
O=C(C[n+]1cc(-c2ccc(Cl)cc2)n2c1CCCCC2)c1ccccc1 | 0.3%[57.5 µM]
C=C[C@@H](C1=CC(=O)C(OC)=C(OC)C1=O)c1ccccc1 | 3.2%
O=C(Cc1coc2cc3c(cc12)CCC3)NC1CCCCCCC1 | -4.4%
CCSc1nnc(NC(=O)c2ccccc2)s1 | 1.9%
Cc1ccc(OS(=O)(=O)c2cn(C)c(=O)n(C)c2=O)cc1C | -9.8%
CCCCOC(=O)c1ccc(S(N)(=O)=O)o1 | 3.0%
O=C(c1ccc(Cn2c(=S)[nH]c3ccccc3c2=O)cc1)N1CCN(c2ccccn2)CC1 | 6.2%
COc1ccc([N+](=O)[O-])cc1NC(=O)Cc1c(Cl)cccc1Cl | -8.2%
CCOc1ccc(NC(=O)C(Cc2ccccc2)NC(=O)C2CCCCC2)cc1 (configuration not stated) | 0.6%
O=C(CSc1ccc(-c2ccncc2)nn1)N1CCN(c2ccccc2)CC1 | 1.3%
CN(C)S(=O)(=O)c1ccc(Cl)c(NC(=O)COC(=O)CNC(=O)c2ccco2)c1 | 4.9%
COc1ccccc1CNC(=O)CCCc1ccccc1 | -2.6%
CC1=C(C(=O)Nc2ccccc2)C(c2cccs2)NC(=O)N1 (configuration not stated) | 0.6%
Cc1ccc(/C=C/C(=O)Nc2ccncc2)o1 | -8.0%
O=C(COC(=O)c1ccc(-c2ccc([N+](=O)[O-])cc2)o1)NC(=O)NC12CC3CC(CC(C3)C1)C2 | 5.5%
SMILES | ERK EGF block
CCN(CC(=O)NC(C)C)C(=O)[C@@H](NC(=O)c1ccco1)C(C)C | 3.0%
Cc1cc(C)cc(NC(=O)CSc2cc(C(=O)c3nccn3C)c3ccccc3n2)c1 | 3.3%
COc1ccccc1C(=O)OCCCN=C1NS(=O)(=O)c2ccccc21 | 0.1%
Cc1ccccc1N/C(=N/S(=O)(=O)c1ccccc1)c1ccc(F)cc1 | 3.4%[57.5 µM]
CNS(=O)(=O)Cc1ccc2[nH]cc(CCN(C)C)c2c1 | 22.3%
COCC1CCN(Cc2nc(COc3ccccc3)no2)C1 (configuration not stated) | -7.5%
CCOc1ccc(C(=O)N/N=C/c2cc(Cl)ccc2[N+](=O)[O-])cc1 | -15.9%
O=C(COC(=O)c1cccnc1Cl)Nc1nc(-c2ccccc2)cs1 | ?
COc1ccc(/C=N/NC(=O)COc2ccc3ccccc3c2)c(C(=O)O)c1OC | -3.5%
C/C(=N\NC(=O)CNc1cccc(C(F)(F)F)c1)c1cccc(Br)c1 | 8.2%
O=C(Nc1ccc([N+](=O)[O-])cn1)c1ccc2c(c1)OCO2 | -3.2%
CNC(=S)NC1CC2CCCC(C1)N2Cc1ccc(C)cc1 (configuration not stated) | -1.9%
NS(=O)(=O)c1ccc(CNS(=O)(=O)c2cc(Cl)ccc2Cl)cc1 | 3.4%[57.5 µM]
CC(C)C[C@@H](CC(=O)N[C@@H](CCCN)CC(=O)N[C@@H]1CCNC[C@H]1C(=O)N[C@H](CC(=O)N[C@@H](CCC(=O)O)CC(=O)O)Cc1c[nH]c2ccccc12)NC(=O)[C@@H]1CCCC[C@H]1N | -2.1%
O=C(N=Nc1c(O)[nH]c2ccc(Br)cc12)c1cc(-c2cccs2)nc2ccccc12 | -10.9%
NC(=O)CCC(NC(=O)c1ccc(Cl)cc1)C(=O)O (configuration not stated) | -4.6%[57.5 µM]
CC(NC(=O)c1ccccc1F)c1nnc(SCc2nc3ccccc3c(=O)[nH]2)n1C (configuration not stated) | -2.0%
COc1cc2ncnc(NCc3ccc(Cl)cc3)c2cc1OC | 2.24µM*
Cn1c(CSCc2ccccc2Cl)n[nH]c1=S | -0.9%
Cc1cc(=O)[nH]c(N/N=C/c2cc(C)n(CC(F)(F)F)c2C)n1 | 13.0%[57.5 µM]
Cc1ccc(C)c(S(=O)(=O)N2CCNCC2)c1 | 8.3%
COc1ccc(C(=O)NCc2nnc(SCC(=O)N3CCCc4ccccc43)o2)cc1OC | 15.6%
COc1ccc(/C=N/NC(=O)c2cccc([N+](=O)[O-])c2)cc1O | -4.1%
O=C(NNS(=O)(=O)c1ccccc1)C(O)(c1ccccc1)c1ccccc1 | -0.1%
O=C(O)CSc1ncccc1C(=O)O | 11.0%
NC(=O)c1nn(-c2ccccc2)nc1NC(=O)Cn1nnc(-c2ccccc2)n1 | -0.8%
